LMNA splice mod – modulators of lamin A splicing; HeLa LMNA splicing GFP/RFP minigene ratio, 48 h; Potency, µM (series often up to 46.1 µM), inactives show at the highest dose ratio change, negative = inhibition, most hits filed as inhibitors; actives 0.01% (n = 200,000); AID 1487; active = well fitted inhibition curve with a large enough effect in the signal ratio, with a control signal flat, not every such curve was filed as active; inconclusive = small, poorly fitted or top-dose-only effect, or effect the other way, or a change in a side signal; the % refers to the signal ratio; also: potency is read from the fitted curve at half-maximal effect; % is scaled to controls: 0 for no effect and ±100 for the full control effect
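Read-out is the ratio of GFP to DsRed2 object intensity, acquired by 488 nm laser-scanning cytometry on HeLa lamin A-EGFP minigene reporter cells. Compound incubation 48 hrs at 37 °C in Opti-MEM with 2% FBS; DMSO 0.5% final.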
NPSR antagonist – blocks cAMP signaling of the human neuropeptide S receptor. CHO-NPSR cells, cAMP TR-FRET, antagonist mode. Potency, µM (titrated, usually from 38.3 µM), for inactives: top-dose activity change, negative = inhibition, most hits filed as inhibitors. actives 1% (n = 220,000). AID 1461; also: potency is read from the fitted curve at half-maximal effect; % is scaled to controls: 0 for no effect and ±100 for the full control effect; nearly all actives have a fitted effect of over 50% in size; many of its hits are not listed in these tables
Target sequence (Q6W5P4 whole entry, looked up): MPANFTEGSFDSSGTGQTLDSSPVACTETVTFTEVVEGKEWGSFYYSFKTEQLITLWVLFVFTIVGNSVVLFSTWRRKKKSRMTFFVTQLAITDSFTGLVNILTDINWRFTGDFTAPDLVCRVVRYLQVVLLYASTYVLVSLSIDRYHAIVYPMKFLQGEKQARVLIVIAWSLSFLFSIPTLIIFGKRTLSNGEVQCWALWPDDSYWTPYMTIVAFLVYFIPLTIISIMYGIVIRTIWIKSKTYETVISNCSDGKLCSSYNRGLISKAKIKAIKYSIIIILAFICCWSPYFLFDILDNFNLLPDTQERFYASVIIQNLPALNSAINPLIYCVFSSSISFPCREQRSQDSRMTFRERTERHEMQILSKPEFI
CBFb RUNX1 block – inhibitors of human CBF-beta and RUNX1 interaction. Q01196+Q13951. AlphaScreen CBFb-His/RUNX1-biotin binding, biochemical. Potency, µM (series often up to 59.8 µM), for inactives: at the top dose activity, negative = inhibition, most hits filed as inhibitors. 230,000 tested, under 10 active. AID 1477; also: % of control where 0% means no effect
Target sequence (Q01196 whole entry, looked up): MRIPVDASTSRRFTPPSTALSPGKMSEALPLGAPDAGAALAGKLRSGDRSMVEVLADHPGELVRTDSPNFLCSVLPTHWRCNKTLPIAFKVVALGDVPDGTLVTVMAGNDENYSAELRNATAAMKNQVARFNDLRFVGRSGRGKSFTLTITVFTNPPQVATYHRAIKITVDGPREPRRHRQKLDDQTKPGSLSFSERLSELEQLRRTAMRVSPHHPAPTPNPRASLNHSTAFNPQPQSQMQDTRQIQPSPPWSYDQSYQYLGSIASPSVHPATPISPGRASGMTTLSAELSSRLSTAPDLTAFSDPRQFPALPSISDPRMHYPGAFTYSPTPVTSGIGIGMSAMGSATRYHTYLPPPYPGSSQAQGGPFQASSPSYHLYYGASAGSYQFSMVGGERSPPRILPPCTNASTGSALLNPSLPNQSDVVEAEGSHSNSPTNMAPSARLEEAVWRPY
Target sequence (Q13951 whole entry, looked up): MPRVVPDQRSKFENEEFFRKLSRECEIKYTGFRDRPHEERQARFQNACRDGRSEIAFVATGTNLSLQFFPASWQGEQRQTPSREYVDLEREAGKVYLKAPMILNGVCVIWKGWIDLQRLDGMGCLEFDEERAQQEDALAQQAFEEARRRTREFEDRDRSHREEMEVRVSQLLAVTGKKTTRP
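Read-out: AlphaScreen. Format: His-CBF-beta with biotinylated RUNX1 (30 nM each) preincubated 20 min, compound 15 min, Ni-chelate plus streptavidin beads 90 min; room temperature throughout.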
HTT aggregate – mutant huntingtin aggregation inhibition. PC12 HttQ103-GFP aggregates, Acumen cytometry, 40 h. Potency, µM (doses to about 46.1 µM), for inactives: at the top dose activity change, negative = inhibition, hits mostly inhibitors. actives 1.1% (n = 220,000); also: potency is read from the fitted curve at half-maximal effect; % is scaled to controls: 0 for no effect and ±100 for the full control effect; nearly all actives have a fitted effect of over 60% in size
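Ecdysone-promoter PC12 model expressing HTT exon 1 Q103 fused to GFP, induced by tebufenozide at 100 nM final. Compounds titrated; aggregates sized 1–25 µm scored on a 488 nm laser cytometer.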
IMPase Li cell – IMPase inhibition in cells with lithium potentiation. actives 0.35% (n = 210,000). CHO-M1 cells, IP1 TR-FRET (IP-One), carbachol + lithium. AID 1457. Potency, µM (top dose mostly 59.4 µM), for inactives: at the highest dose activity, negative = IMPase inhibition, actives largely listed as inhibitors;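 also: IP1 builds up when IMPase is blocked and the TR-FRET signal falls; potency is read from the fitted curve at half-maximal effect; plate controls were basal vehicle for no effect and high inhibitor control for full effect; nearly all actives have a fitted effect of over 50% in size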
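CHO-M1, 2000 cells/well, 16–30 h culture; cpd + low Li+, 30 min 37C; lysis with d2-IP1/Eu-anti-IP1 Ab, 10 min RT; TR-FRET 665/620 ratio and 620 channel; AC50 via Hill.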
KinaseGlo FLuc – blocks Kinase-Glo luciferase, a counter-screen artifact | Potency, µM (series often up to 38.3 µM), inactives show at the top dose activity change, negative = inhibition, most hits filed as inhibitors | Kinase-Glo luciferase, ATP luminescence, 8 min | Q27757 | actives 0.28% (n = 200,000); also: potency is read from the fitted curve at half-maximal effect; % is scaled to controls: 0 for no effect and ±100 for the full control effect; nearly all actives have a fitted effect of over 60% in size
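Compound is pinned into ATP-containing buffer (10 uM ATP, imidazole pH 7.2, 7 mM MgCl2). Kinase-Glo luciferase reagent is then added. Light output is recorded following an 8-min room-temperature incubation.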
Epigenetic reg – derepresses silenced GFP reporter in murine cells; actives 0.2% (n = 280,000); AID 1865; murine LDR cells, GFP reporter derepression, 30 h; Potency, µM (top dose mostly 53.9 µM), for inactives: at the top dose GFP activation, actives largely listed as activators; also: potency is read from the fitted curve at half-maximal effect; % of control where 0% means no effect; nearly all actives have a fitted effect of over 60% in size
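GFP-positive cell count by laser-scanning cytometry (objects 20–120 um) after 30 h, 37 C compound exposure of murine LDR cells; reporter is CMV-GFP integrated at a silenced locus, inducible by HDAC or DNMT inhibitors.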
Starred values were filed as active, the others as inactive; ? = inconclusive; . = not tested or not shown; & = joins results of further samples; [ ] = another dose, or the depositor's remark. Unless noted, calls follow the shape of the dose curve; as a rule, active = well fitted curve in the direction sought with a large enough effect; inconclusive = small, poorly fitted or top-dose-only effect, or another doubt; inactive = no such curve, though single readings can be large; an effect the other way counts as inactive or inconclusive.

1. COc1ccc2ccc(=O)oc2c1CC(O)C(C)(C)O (configuration not stated)
2. OC[C@H](O)[C@H](O)[C@@H](O)[C@@H](O)[C@@H]1SC(c2ccccc2)=NN1c1ccccc1
3. CC(C)(C)n1cnc(C(N)=O)c1N
4. O=C(Nc1ccc(-c2nc3ccccc3o2)c(O)c1)c1cc(-n2cnnc2)ccc1Cl
5. O=C(NCCc1ccccn1)c1cccc(S(=O)(=O)N2CCCCCC2)c1
6. CC(=O)c1ccc(N2CCN(CC(O)COCc3ccco3)CC2)cc1 (configuration not stated)
compound no.	1	2	3	4	5	6
LMNA splice mod	.	.	?	0%	2%	-13%[46 µM]
NPSR antagonist	19%	21%	11%	3%[46.1 µM]	-22%[46.1 µM]	8%
CBFb RUNX1 block	5%	-8%	12%	-11%	4%	3%
HTT aggregate	6%[9.22 µM]	-8%[9.22 µM]	6%	14%	1%	7%
IMPase Li cell	.	.	6%	36%[activator][38.3 µM]	-8%[38.3 µM]	6%
KinaseGlo FLuc	.	.	12%	0%	0%	0%
Epigenetic reg	0.0%	3.0%	0.0%	?	-1.5%	-1.2%

7. CCOC(=O)N1CCC(N2C(=O)c3ccccc3C2Nc2ccc3c(C)cc(=O)oc3c2)CC1 (configuration not stated)
8. CCn1ncc(C2=NOC(C(=O)Nc3cnn(C45CC6CC(CC(C6)C4)C5)c3)C2)c1C (configuration not stated)
9. O=C(/C=C/c1cccs1)NC1CC1
10. O=C(OCCO)c1cc(Cl)c(C(=O)OCCO)cc1Cl
11. C[C@H](NC(=O)CCCn1nnc2ccccc2c1=O)C(=O)O
12. CC(NC(=O)CN1CCN(Cc2ccc(Cl)cc2)C1=O)c1ccc2c(c1)OCCO2 (configuration not stated)
compound no.	7	8	9	10	11	12
LMNA splice mod	?	?	.	7%	.	?
NPSR antagonist	-9%	-15%[46.1 µM]	0%	4%[46.1 µM]	-22%	-2%
CBFb RUNX1 block	-2%	-1%	11%	4%	5%	1%[2.36 µM]
HTT aggregate	?	?	13%	12%	4%[9.22 µM]	3%
IMPase Li cell	-17%	4%[38.3 µM]	4%	-1%[38.3 µM]	.	9%
KinaseGlo FLuc	1%	-2%	-4%	3%	.	10%
Epigenetic reg	-1.0%	-1.0%	3.1%	0.0%	-2.2%	8.4%

13. CCN(CC)C(=O)CNC(=O)Cc1ccc(Cl)cc1
14. C=CCSC(=S)Nc1c(C)n(C)n(-c2ccccc2)c1=O
15. CCCCn1c(SCN2C(=O)c3ccccc3C2=O)nc2cc(S(N)(=O)=O)ccc21
16. CCCCC[C@H](O)/C=C/[C@@H]1[C@H]2C/C(=C/CCCC(=O)O)O[C@H]2C[C@H]1O
17. O=C(CCc1ccc(S(=O)(=O)N2CCOCC2)cc1)Nc1ccc(N2CCOCC2)cc1
18. CCOC(=O)/C=C(\C)Nc1cc(C)nn1-c1ccccc1
compound no.	13	14	15	16	17	18
LMNA splice mod	5%	-7%[46 µM]	4%	.	?	8%
NPSR antagonist	-6%[46.1 µM]	9%	-20%[46.1 µM]	.	-10%[46.1 µM]	-23%[46.1 µM]
CBFb RUNX1 block	8%	6%	0%	21%&-8%	-3%	3%
HTT aggregate	-19%	7%	-10%	0%	15%	7%
IMPase Li cell	23%[38.3 µM]	3%	-24%[38.3 µM]	17%&17%	-2%[38.3 µM]	9%[38.3 µM]
KinaseGlo FLuc	-4%	-1%	12%	2%	3%	-9%
Epigenetic reg	-1.0%	2.5%	-0.9%	0.0%&4.5%	0.0%	0.7%

19. O=C(NCc1ccco1)C1CC(=O)N(c2ccc(F)cc2)C1 (configuration not stated)
20. O=C(Nc1ccc(Cn2cccn2)cc1)c1ccc(COc2ccccc2Br)cc1
21. CCn1c(SCc2cccc(F)c2)nnc1-c1cccnc1
22. Cc1c(Cc2ccccc2)c(=O)oc2cc(OCc3nn[nH]n3)ccc12
23. CC(C)[C@H](NC(=O)OC(C)(C)C)C(=O)N/N=C/c1ccc2nccnc2c1
24. Fc1cccc(Cl)c1CSc1ccc2nnc(-c3ccccn3)n2n1
compound no.	19	20	21	22	23	24
LMNA splice mod	11%	?	.	-2%	.	?
NPSR antagonist	-1%[46.1 µM]	-12%[46.1 µM]	-7%	-5%[46.1 µM]	16%	-44%
CBFb RUNX1 block	-6%	2%	9%	5%	10%	-19%
HTT aggregate	6%	-24%	-13%[9.22 µM]	-1%	6%[9.22 µM]	-16%
IMPase Li cell	22%[38.3 µM]	9%[38.3 µM]	3%	.	.	14%
KinaseGlo FLuc	0%	-1%	.	.	.	0%
Epigenetic reg	0.0%	-1.7%	-0.1%	-6.7%	1.0%	1.1%

25. COc1ccc(C2Nc3ccccc3C(=O)N2c2ccccc2)cc1COc1ccccn1 (configuration not stated)
26. O=C(c1cc(-c2cccs2)on1)N1CCc2ccccc2C1
27. N=c1c2c(ncn1Cc1ccco1)Oc1cc(O)ccc1C2c1ccccc1 (configuration not stated)
28. COc1ccc(C(CC(=O)O)NC(=O)Cc2ccccc2)cc1 (configuration not stated)
29. COc1ccc(OC)c(CNc2ccc(F)c(Cl)c2)c1
30. O=c1[nH]nc(Cc2ccc(Cl)cc2)c2ccccc12
compound no.	25	26	27	28	29	30
LMNA splice mod	?	?	.	-1%	2%	?
NPSR antagonist	-15%[46.1 µM]	-7%[46.1 µM]	28%	-8%[46.1 µM]	-12%[46.1 µM]	-10%[46.1 µM]
CBFb RUNX1 block	0%	10%	-1%	3%	-4%	4%
HTT aggregate	20%	9%	-14%[9.22 µM]	11%	-5%	-31%
IMPase Li cell	-8%[38.3 µM]	32%[activator]	.	-1%[38.3 µM]	28%[38.3 µM]	6%
KinaseGlo FLuc	-6%	3%	.	3%	1%	-3%
Epigenetic reg	-0.9%	-0.8%	-0.3%	-1.3%	0.0%	2.4%

31. CC(C)(C)C(=O)/C(C#N)=C/c1cccs1
32. Cc1ccccc1-c1nc(CS(=O)(=O)CC(=O)NCCN2CCOCC2)c(C)o1
33. COc1ccccc1/C=C/C=N/NC(=O)c1ccc(=O)n(C)c1
34. COc1c2ccoc2c(OC[C@@H](O)C(C)(C)O)c2oc(=O)ccc12
35. Cc1cc(C(=O)N2CCN(c3ccccc3)CC2)no1
36. CC(=O)c1ccc(NC(=S)N(C)C2CCN(C)CC2)cc1
compound no.	31	32	33	34	35	36
LMNA splice mod	.	-5%	-12%	-2%	6%	?
NPSR antagonist	25%	-3%[46.1 µM]	-30%	9%	-9%[46.1 µM]	4%
CBFb RUNX1 block	1%	4%	-5%	-3%[2.36 µM]	1%	7%
HTT aggregate	-10%[9.22 µM]	4%	14%	6%	6%	-1%
IMPase Li cell	.	14%[38.3 µM]	11%	7%	-5%[38.3 µM]	-4%
KinaseGlo FLuc	.	1%	3%	-1%	-4%	1%
Epigenetic reg	-1.1%	-0.8%	1.0%	0.4%	-1.1%	0.1%

37. CCOC(=O)c1c(C)[nH]c(C)c1C(=O)CSc1nc2ccccc2c(=O)n1-c1ccc(Cl)cc1
38. Cc1ccccc1C(=O)NC(=S)Nc1ccc(Cc2ccncc2)cc1
39. Cc1cc(C)c2nc(NNC(=O)c3ccc(S(=O)(=O)N4CCCC(C)C4)cc3)sc2c1 (configuration not stated)
40. Cc1ccc2[nH]c3c(=O)n(CCc4cnc[nH]4)cnc3c2c1
41. COCc1nnc(NC(=O)c2ccc(NC(=O)C(C)C)cc2)s1
42. CCS(=O)(=O)N1CCC(C(=O)NCCCOC)CC1
43. CCN(CC)S(=O)(=O)c1cccc(-c2nnc(SCCCC(=O)c3ccccc3)o2)c1
44. CC(C)(C)c1ccc(S(=O)(=O)N(CCCN2CCOCC2)Cc2cccs2)cc1
compound no.	37	38	39	40	41	42	43	44
LMNA splice mod	?	-12%	?	?	-3%	5%	?	?
NPSR antagonist	-19%	-14%	-30%	-3%[46.1 µM]	-4%[46.1 µM]	-1%[46.1 µM]	-26%[46.1 µM]	-35%
CBFb RUNX1 block	-7%	13%	8%[2.36 µM]	-3%	5%	-2%	23%	-12%
HTT aggregate	20µM*	-1%	?	8%	8%	13%	?	13%
IMPase Li cell	3%	11%	6%	-15%[38.3 µM]	-3%[38.3 µM]	2%[38.3 µM]	3%[38.3 µM]	-3%
KinaseGlo FLuc	-3%	-1%	0%	1%	-1%	-3%	0%	0%
Epigenetic reg	0.0%	0.0%	-2.2%	0.7%	1.0%	1.2%	0.0%	-1.0%

Some of the entries so far, tab-delimited:
nr	SMILES	LMNA splice mod	NPSR antagonist	CBFb RUNX1 block	HTT aggregate	IMPase Li cell	KinaseGlo FLuc	Epigenetic reg
34	COc1c2ccoc2c(OC[C@@H](O)C(C)(C)O)c2oc(=O)ccc12	-2%	9%	-3%[2.36 µM]	6%	7%	-1%	0.4%
35	Cc1cc(C(=O)N2CCN(c3ccccc3)CC2)no1	6%	-9%[46.1 µM]	1%	6%	-5%[38.3 µM]	-4%	-1.1%
36	CC(=O)c1ccc(NC(=S)N(C)C2CCN(C)CC2)cc1	?	4%	7%	-1%	-4%	1%	0.1%
37	CCOC(=O)c1c(C)[nH]c(C)c1C(=O)CSc1nc2ccccc2c(=O)n1-c1ccc(Cl)cc1	?	-19%	-7%	20µM*	3%	-3%	0.0%
38	Cc1ccccc1C(=O)NC(=S)Nc1ccc(Cc2ccncc2)cc1	-12%	-14%	13%	-1%	11%	-1%	0.0%
39	Cc1cc(C)c2nc(NNC(=O)c3ccc(S(=O)(=O)N4CCCC(C)C4)cc3)sc2c1 (configuration not stated)	?	-30%	8%[2.36 µM]	?	6%	0%	-2.2%
40	Cc1ccc2[nH]c3c(=O)n(CCc4cnc[nH]4)cnc3c2c1	?	-3%[46.1 µM]	-3%	8%	-15%[38.3 µM]	1%	0.7%
41	COCc1nnc(NC(=O)c2ccc(NC(=O)C(C)C)cc2)s1	-3%	-4%[46.1 µM]	5%	8%	-3%[38.3 µM]	-1%	1.0%

High-throughput results as filed in PubChem BioAssay.

A portion of the library; rates above refer to the full screens.
